Screening results from PubChem.
STK33 kinase inh – human STK33 kinase inhibition; Q9BYT3; purified STK33, MBP phosphorylation, ADP-Glo luminescence; inhibition, % at 10 µM; 320,000 tested, 0.073% active; AID 2661;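 active means inhibition at or above 25%, using the most active replicate where run in duplicate; inactive means inhibition below 25%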
Target sequence (Q9BYT3 whole entry, looked up): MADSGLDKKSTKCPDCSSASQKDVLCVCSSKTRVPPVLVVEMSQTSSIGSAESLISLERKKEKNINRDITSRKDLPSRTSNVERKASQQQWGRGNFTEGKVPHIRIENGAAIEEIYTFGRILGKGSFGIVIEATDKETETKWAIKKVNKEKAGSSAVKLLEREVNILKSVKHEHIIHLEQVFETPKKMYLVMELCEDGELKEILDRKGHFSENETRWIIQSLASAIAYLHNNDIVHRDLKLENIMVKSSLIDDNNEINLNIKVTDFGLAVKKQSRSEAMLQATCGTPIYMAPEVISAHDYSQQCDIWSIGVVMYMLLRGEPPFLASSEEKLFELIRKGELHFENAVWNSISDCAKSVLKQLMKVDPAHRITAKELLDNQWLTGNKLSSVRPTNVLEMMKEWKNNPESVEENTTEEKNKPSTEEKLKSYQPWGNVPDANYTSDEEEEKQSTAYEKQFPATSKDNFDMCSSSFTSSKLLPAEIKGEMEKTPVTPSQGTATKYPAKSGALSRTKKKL
Kir21 block – inhibitors of mouse Kir2.1 inward-rectifier potassium channel; HEK293-Kir2.1, FluxOR thallium flux fluorescence; hits give low values; B-score at 10 µM; 310,000 tested, 0.85% active;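 active means fluorescence ratio B-score at or below minus 3 SD of library scores, with starting-brightness B-score within 2 SD, cut at about -4.2 in these data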;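 further: channel flux triggered by added potassium and thallium sulfate stimulus; B-score of peak minus minimum fluorescence over baseline after thallium stimulus; more negative B-score means stronger Kir2.1 block with less thallium influx; some compounds called inactive have numbers as strong as hits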
Target sequence (P35561 whole entry, looked up): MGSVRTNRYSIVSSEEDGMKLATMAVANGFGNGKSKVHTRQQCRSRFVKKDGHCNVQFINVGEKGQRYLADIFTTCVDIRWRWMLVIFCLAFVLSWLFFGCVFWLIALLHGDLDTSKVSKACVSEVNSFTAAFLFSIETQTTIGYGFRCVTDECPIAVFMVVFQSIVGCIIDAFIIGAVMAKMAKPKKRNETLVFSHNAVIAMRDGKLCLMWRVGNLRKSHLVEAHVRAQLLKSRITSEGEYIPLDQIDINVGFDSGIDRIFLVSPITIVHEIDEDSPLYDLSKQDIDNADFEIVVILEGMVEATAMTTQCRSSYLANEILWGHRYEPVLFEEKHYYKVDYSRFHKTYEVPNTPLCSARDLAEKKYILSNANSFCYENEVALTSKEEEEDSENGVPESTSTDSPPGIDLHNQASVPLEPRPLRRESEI
Starred values were filed as active, the others as inactive; · = not tested or not shown.

canonical_smiles,Kir21 block,STK33 kinase inh
FC(F)(F)c1cccc(Cn2nnnc2-c2cc(Cl)cc(Cl)c2)c1,-0.56,-1.5
Cc1ccc2nc(SCC(=O)NC3CCS(=O)(=O)C3)[nH]c2c1 (stereo not given),·,0.5
CC(C)c1ccc(NC(=O)CSc2nc(-c3ccccc3F)nc3nc[nH]c23)cc1,-0.28,-1.0
CCOC(=O)C1CCN(CC(=O)Nc2c(C(=O)OC)[nH]c3ccccc23)CC1,-1.49,·
O=C(Nc1ccccc1N1CCN(C(=O)c2ccc(Cl)cc2)CC1)c1ccc2c(c1)OCO2,1.3,0.4
O=C(CN1CCN(S(=O)(=O)c2cc(C(F)(F)F)ccc2Cl)CC1)N1CCc2ccccc2C1,·,0.3
Cc1cccc(N2CCN(C(=O)CCC(=O)N3CC(C)Oc4ccccc43)CC2)c1C (stereo not given),-1.04,-0.2
COCC(C)NS(=O)(=O)c1ccc(C(=O)NC(Cc2ccccc2)c2ccccc2)cc1 (stereo not given),-0.56,-0.8
Cc1ccc(NC(=O)CN2CCc3ccccc3C2)cc1S(=O)(=O)N(C)C,1.18,-0.3
C=CCNC(=O)c1oc2ccc(S(=O)(=O)N3CCC4(CC3)OCCO4)cc2c1C,-2.7,0.1
C=CCNCC(=O)NN=C(c1ccccc1)c1ccccc1,0,-1.6
CC(Cl)C(=O)NC(=O)NC12CC3CC(CC(C3)C1)C2 (stereo not given),0.06,-1.5

canonical_smiles,Kir21 block,STK33 kinase inh
COC(=O)[C@@H](NC(=O)Nc1cccc(OC)c1)C(C)C,0.58,-1.6
COc1ccccc1NC(=O)C[n+]1ccccc1C,0.69,0.9
CCC(C)c1ccc(N(CC(=O)NC(C)(C)C)C(=O)CNC(=O)c2cccs2)cc1 (stereo not given),-0.69,2.8
CC(C)C(NC(=O)C1CCCCC1)C(=O)NC1=NCCS1 (stereo not given),-0.74,-0.8
COc1ccc(/C=N/Nc2nnc(Cc3ccccc3)c(=O)[nH]2)cc1OC,1.96,-1.2
CCCNc1c(F)c(F)c2c(C)c3ccccc3nc2c1F,-1.92,1.2
COc1ccc(S(=O)(=O)N2CCC(Cc3ccccc3)CC2)cc1C(N)=O,-0.12,10.3
COC(=O)c1ccc(C2CC(=O)NC3=C2C(=O)CCC3)cc1 (stereo not given),-0.6,-0.4
CCCc1cc(C(=O)NCCc2ccc(OC)c(OC)c2)no1,-0.09,-2.8
CCOC(=O)C1CCN(C(=O)COc2ccc(N(C)S(=O)(=O)c3ccc(OCC)cc3)cc2)CC1,-2.02,-0.9
COC(=O)Nc1ccc(C)c2nsnc12,-0.94,-0.9
O=C(NCCCCc1ccccc1)C1CC(c2cccc([N+](=O)[O-])c2)=NO1 (stereo not given),0.91,0.3

canonical_smiles,Kir21 block,STK33 kinase inh
CC(=O)Oc1cccc(N2C(=O)CC(Nc3ccc(N4CCOCC4)cc3)C2=O)c1 (stereo not given),-0.83,0.0
O=C(COc1ccc2c(-c3ccccc3)cc(=O)oc2c1)Nc1cccnc1,1.32,-0.2
CCS(=O)(=O)NCc1ccc2c(c1)cc(C)n2C,1.75,-0.5
Cn1c(CCC(=O)Nc2cc(S(C)(=O)=O)ccc2Cl)nc2cc(S(=O)(=O)N3CCOCC3)ccc21,0.02,-1.1
Cc1ccc(C(=O)N2CCCc3ccccc32)c(F)c1F,-0.4,-0.8
CC(CCc1ccccc1)NC(=O)C(Cc1ccccc1)NC(N)=O (stereo not given),0.49,-0.8
COc1ccc(N2CC(O)=C(c3nc4ccccc4s3)C2=N)cc1,0.72,-2.1
Cc1cc(C)cc(N2CC(C)(C)C2=O)c1,0.06,-1.6
CC(C)c1nc2sc3c(=O)[nH]cnc3c2c2c1CCC2,-1.04,-1.2
O=C(O)C1CCCCC1C(=O)N1CCN(S(=O)(=O)c2ccc(F)cc2)CC1 (stereo not given),-0.96,-2.3
CCOC(=O)c1ccc(N2C(=O)CC(C(=O)OC)=C2C)cc1,-1.56,-2.6
COc1ccc(C2CC(=O)c3cnc(NC(=O)c4ccccc4)nc3C2)c(OC)c1 (stereo not given),2.96,1.0

canonical_smiles,Kir21 block,STK33 kinase inh
CCCCN(C(=O)/C=C/c1ccc(OC)cc1)C1CCS(=O)(=O)C1 (stereo not given),-0.13,-0.2
S=C(Nc1ccc(Cc2ccncc2)cc1)Nc1cccc(Cl)c1,0.39,0.7
Cc1ccc(OCC(O)CN2CC3(C)CC2CC(C)(C)C3)cc1 (stereo not given),-1.06,-0.7
COc1ccc(NC(=O)Nc2ccc(N3CCOCC3)c3nonc23)c(OC)c1,1.57,0.6
O=C(NC(=O)c1ccccc1)Nc1ccccc1O,-0.04,1.3
Cc1ccc2cc3cc(C(=O)NCCCN4CCCC4)oc3nc2c1,0.83,2.6
CCOc1ccc(NC(=O)NCC2CCN(c3ccc(OC)cc3)C2)cc1 (stereo not given),0.04,-0.1
CCOC(=O)C1=C(CSc2n[nH]c(N)n2)NC(=O)NC1C (stereo not given),1.9,0.4
Cc1ccc(NC(=O)c2ccc(F)cc2F)cc1,-0.13,-0.6
CC(C)C[C@@H](CC#N)N1CCN(Cc2ccccc2)CCC1=O,0,-1.1
CCOC(=O)c1ccc(C(=O)NNC(=O)C2CC=CCC2)cc1 (stereo not given),-0.06,8.5
Cc1cc(=O)n(C)c(=O)n1CCCCCOc1cccc([N+](=O)[O-])c1,0.01,-3.0

canonical_smiles,Kir21 block,STK33 kinase inh
CC1(C)CC(=O)C(C=NCCN2CCN(CC(=O)Nc3ccc(F)cc3)CC2)=C(O)C1,0.2,-2.1
O=C(Cn1cnc([N+](=O)[O-])n1)NCCO,-0.22,0.2
COC(=O)c1ccc(NC(=S)NNC(=O)c2ccccc2)cc1,1.89,-0.9
CN(C)C(=O)Cn1nc(-c2ccccc2)c2ccccc2c1=O,-1.98,0.0
O=C1ON=C(c2ccccc2[N+](=O)[O-])/C1=C/c1cccc([N+](=O)[O-])c1O,·,0.0
CC1CCN(c2ccccc2NC(=S)NC(=O)C(C)(C)C)CC1,0.1,-5.3
CCC(=O)NCC(c1cccs1)S(=O)(=O)c1ccc(C)cc1 (stereo not given),-1.5,-1.1
O=C(c1ccccc1)n1c(=O)c(F)cn(COCCBr)c1=O,0.01,-0.7
CCCCCCC(C)NC(=S)Nc1cc(S(=O)(=O)N(C)C)ccc1C (stereo not given),1.79,-2.3
Cc1cc(/C=C2/C(=O)NN(c3ccccc3)C2=O)c(C)n1-c1ccc(O)cc1,-0.98,-0.6
NC(=O)CSc1nnc(-c2ccccn2)n1Cc1ccco1,0.95,-0.1
CCN(CC)S(=O)(=O)c1ccc(S(=O)(=O)Nc2cc3c(cc2C(C)=O)OCO3)cc1,-0.8,-1.5

Structures listed so far that contain a tert-butyl group, in the order listed:
canonical_smiles,Kir21 block,STK33 kinase inh
CCC(C)c1ccc(N(CC(=O)NC(C)(C)C)C(=O)CNC(=O)c2cccs2)cc1 (stereo not given),-0.69,2.8
CC1CCN(c2ccccc2NC(=S)NC(=O)C(C)(C)C)CC1,0.1,-5.3

(next part)
canonical_smiles,Kir21 block,STK33 kinase inh
CCN1C(=O)[C@H]2[C@@H](c3ccc(-c4ccccc4)cc3)N3CCC[C@@]3(C(=O)OC)[C@H]2C1=O,0.02,5.1
CN(CC(=O)Nc1ccc(N2CCOCC2)cc1)C(=O)CCc1cc(C(C)(C)C)c(O)c(C(C)(C)C)c1,0,-0.7
CC1CC1C(=O)OCC(=O)NC(=O)NCc1ccco1 (stereo not given),-0.48,-0.5
CCOC(=O)c1c(-c2cccs2)csc1NC(=O)CCCC(=O)O,0.11,-0.7
COc1ccc(/C=C(\NC(=O)c2ccc([N+](=O)[O-])cc2)C(=O)NCCCn2ccnc2)cc1,-0.4,-0.4
CC1=C(C(=O)OCC(Cl)(Cl)Cl)N2C(=O)C(NC(=O)Cc3ccccc3)C2SC1 (stereo not given),-0.03,-3.0
COc1cc(O)c(C(CCN2CCN(c3ccccc3)CC2)c2ccc(N(C)C)cc2)c(OC)c1 (stereo not given),0.07,-1.0
COCCNC(=O)/C(C#N)=C/c1c(N2CCN(c3ccccc3)CC2)nc2ccccn2c1=O,1.13,-0.9
CC1COc2ccccc2N1S(=O)(=O)c1cc(Cl)ccc1Cl (stereo not given),0.89,-1.3
CC(=O)Nc1c(C(=O)N2CCN(c3ccccn3)CC2)cnn1-c1ccc(C)cc1,0.54,-0.2
O=C(Cn1cncn1)c1ccccc1Br,1.14,-1.8
CCOC(=O)C(NC(=O)c1ccccc1Cl)(Nc1sc2c(c1C(N)=O)CCC2)C(F)(F)F (stereo not given),1.03,·

Compound profiles, as listed above:
COc1ccc(/C=C(\NC(=O)c2ccc([N+](=O)[O-])cc2)C(=O)NCCCn2ccnc2)cc1 is entered as Kir21 block: -0.4; STK33 kinase inh: -0.4
CCOC(=O)C(NC(=O)c1ccccc1Cl)(Nc1sc2c(c1C(N)=O)CCC2)C(F)(F)F (stereo not given) is entered as Kir21 block: 1.03; STK33 kinase inh: ·
COc1cc(O)c(C(CCN2CCN(c3ccccc3)CC2)c2ccc(N(C)C)cc2)c(OC)c1 (stereo not given) is entered as Kir21 block: 0.07; STK33 kinase inh: -1.0

Additional compounds follow.
canonical_smiles,Kir21 block,STK33 kinase inh
N/C(=N\S(=O)(=O)c1ccc(Cl)s1)c1ccccc1,-0.13,0.1
O=C(CSC(=S)N1CCOCC1)Nc1ccc(S(=O)(=O)Nc2ncccn2)cc1,0.05,-2.5
CC1CN(Cc2nc3c(c(=O)n(C)c(=O)n3C)n2CCN2CCOCC2)CC(C)O1 (stereo not given),-2.47,·
COC(=O)c1ccc2c(C)c(C(C)(C)O)[nH]c2c1,-0.01,1.4
N#CC1(NC(=O)COc2ccc3oc4ccccc4c3c2)CCCCC1,0.12,0.2
COc1ccc(NC(=S)N2CCCCC2c2cccnc2)cc1 (stereo not given),-1.7,0.7
N#CCCN1CCN(Cc2cc(-c3ccccc3)ccc2O)CC1,1.48,-0.9
CC1CCCCC1NC(=O)/C(C#N)=C/c1ccc(OCC(N)=O)cc1 (stereo not given),-0.88,-2.7
Cc1ccc(CCNC(=O)C2CCN(S(=O)(=O)N3CCOCC3)CC2)cc1,-0.13,0.3
CCC(Sc1nc(=O)cc(N)n1CCc1ccccc1)C(=O)Nc1ccccc1C#N (stereo not given),-0.58,0.2
Cc1ccsc1C(=O)Nc1n[nH]c(C(F)(F)F)n1,0.04,-1.1
CSc1ccccc1NC(=O)Cn1nnc(-c2ccc(S(C)(=O)=O)cc2)n1,2.01,-0.9

canonical_smiles,Kir21 block,STK33 kinase inh
O=C(NCCOC(=O)c1cccs1)c1cccnc1,-0.11,-0.2
C=CCn1c(SCc2ccc3c(c2)OCO3)nc2scc(-c3ccco3)c2c1=O,-0.81,-1.0
C/C=C/C=C/C(=O)N1CC[C@]23c4ccccc4N[C@H]4N(C)c5cccc6c5[C@]42CCN([C@H]6C2OC2(C)C)[C@H]13 (stereo not given in full),0.14,3.0
CCOc1ccccc1NC(=O)CN1CCC(NC(=O)Nc2ccccc2)CC1,-0.28,0.2
O=C(CSCc1ccccc1)NNc1c(F)c(F)cc(F)c1F,0.03,0.7
c1ccc2c(c1)CCOC2CNCCCN1CCCCC1 (stereo not given),1.06,·
Cc1ccnc(N2CCC(C(=O)NC3CCCCCC3)CC2)n1,-1.1,0.3
CNC(=O)c1cc(S(=O)(=O)N2CC(C)OC(C)C2)ccc1N1CCCCC1 (stereo not given),-0.08,·
O=C(CN1C(=O)/C(=C\c2cccc(Br)c2)Oc2ccccc21)NCCCN1CCOCC1,0.97,-1.3
O=C(Nc1ccc2c(c1)oc1ccccc12)c1ccc2c(c1)OCO2,-0.02,-1.4
CCOC(=O)C1CCCN(S(=O)(=O)NC[C@H]2O[C@@H](n3cnc4c(N)ncnc43)[C@H](O)[C@@H]2O)C1 (stereo not given in full),·,0.9
CCCOc1ccc(C2/C(=C(/O)c3ccccc3)C(=O)C(=O)N2CCCN(C)C)cc1OC (stereo not given),·,-1.1

canonical_smiles,Kir21 block,STK33 kinase inh
O=C(c1cnn2c(C(F)(F)F)cc(-c3ccccc3)nc12)N1CCCCC1c1cccnc1 (stereo not given),0.01,1.5
Cc1ccc(CN2CCN(Cc3ccon3)CC2CCO)cc1 (stereo not given),1.08,-1.3
NS(=O)(=O)c1ccc2nc(NC(=O)c3ccc4ncsc4c3)sc2c1,-0.73,0.7
CCOC(=O)N1CCC(NC(=O)c2ccc3c(c2)N(Cc2ccc(F)cc2)CCS3)CC1,-0.16,-1.5
C/C(=N\NC(=O)CSc1nc(C)cc(C)n1)c1ccc2c(c1)OCCO2,-0.08,-0.1
COc1ccc(N2CCN(C(CNC(=O)C(=O)NCc3cccs3)c3ccco3)CC2)cc1 (stereo not given),0.34,-0.1
Oc1ccc(N2CCN(C(=S)NCc3ccccc3)CC2)cc1,-0.48,0.1
COc1cc2c(=O)n(-c3ccc(C)cc3)c(=O)n(CC(=O)c3ccc4c(c3)OCO4)c2cc1OC,1.13,-1.5
Cc1ccc(Nc2nc(C(=O)NCc3ccco3)cs2)cc1,-0.96,-0.1
Cc1ccc2oc(-c3ccc(NC(=O)c4ccncc4)cc3O)nc2c1,0.79,0.0
Cc1cc(S(=O)(=O)N2CCCOC2CNC(=O)C(=O)NCCCN2CCOCC2)ccc1F (stereo not given),-0.34,-1.4
